# Source: PubChem BioAssay (National Center for Advancing Translational Sciences (NCATS))
# Mm-Cpn inhibitor = M. maripaludis TRiC chaperonin inhibition; AID 504842; Potency, µM (doses to about 76.9 µM), for the others: at the top dose activity, negative = inhibition, hits mostly inhibitors; 330,000 tested, 0.031% active; purified Mm-Cpn ATPase, ADP Transcreener TR-FRET; also: potency is read from the fitted curve at half-maximal effect; % is scaled to controls: 0 for no effect and ±100 for the full control effect; nearly all actives have a fitted effect of over 80% in size
#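 Quantitative HTS used 25 nM Mm-CPN and 10 uM ATP in magnesium/KCl Tris buffer, pH 7.4, with 1 mM DTT. Hydrolysis ran 30 min at 37°C; ADP was read by HTRF.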
# pAkt inh = blocks phosphorylation of Akt; Neuro2A IGF-stimulated pAkt S473 HTRF, 20 min; stronger effect = lower value; activity change, % for hits at 50 µM; 360,000 tested, 0.32% active; AID 651550; in the data active = activity change below about -80%; inconclusive = mostly about -51% to -80%; also: % is scaled to controls: 0 for no effect and ±100 for the full control effect
#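 Neuro2A cells in DMEM with 0.5% FBS, overnight at 37 deg C, given compound at single 50 µM final, then IGF (6 nM final) for 20 min at 37 deg C. Lysed; phospho-Akt Ser473 by HTRF after 24 h, 665/615 ratio.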
# HepG2 tox = HepG2 cytotoxicity, counter-screen for TGF-b inhibitors; HepG2 CAGA-GFP viability, ATP luminescence, 18 h; Potency, µM (titrated, usually from 46.1 µM), without a hit: top-dose activity change, negative = cytotoxicity, actives largely listed as cytotoxic; 410,000 tested, 0.76% active; AID 588856; also: potency is read from the fitted curve at half-maximal effect; some results filed as inactive show a strong effect at the top dose
#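 CellTiter-Glo luminescence gave cytotoxicity after 18 hours at 37 degrees C. The cells were HepG2 CAGA-GFP in 1% FBS DMEM, stimulated with 500 pg/mL TGF-beta after compound addition. %Activity was normalised to no-cell wells (complete cell-killing) and DMSO (no toxicity), and curves were fitted and classified.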
# Nrf2 ARE act = activators of Nrf2 (ARE) signaling; Potency, µM (series often up to 46.1 µM), for the others: at the highest dose activation, hits mostly activators; 410,000 tested, 0.31% active; AID 624171; AREc32 ARE-luciferase reporter (MCF7-derived line), luminescence, 24 h; also: potency is read from the fitted curve at half-maximal effect; % of control where 0% means no effect; nearly all actives have a fitted effect of over 65% in size
#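 ARE-driven firefly luciferase activity in AREc32 cells measured after a 24 hr compound exposure at 37 deg C, using Steady-Glo reagent and a 30 min room-temperature hold.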
# Nrf2 block = inhibitors of Nrf2 signaling; A549 ARE-Fluc reporter, luciferase luminescence, 18-24 h; Potency, µM (top dose mostly 46 µM), for inactives: top-dose activity change, negative = inhibition, hits mostly inhibitors; 360,000 tested, 2.1% active; AID 504444; also: potency is read from the fitted curve at half-maximal effect; % is scaled to controls: 0 for no effect and ±100 for the full control effect; nearly all actives have a fitted effect of over 60% in size
#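 A549 ARE_Fluc cells, 5000/well, 5% FBS OPTI-MEM; compounds in dose-response, 18-24 h at 37 °C/5% CO2; CellTiter-Fluor viability read (Ex 405/Em 525), then BugLite luciferase luminescence = Nrf2 activity.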
# ATXN viability = cell viability loss in ATXN counter-screen | S2 cells (HEK-293 line with an ATXN2-luciferase reporter) viability, CellTiter-Fluor protease fluorescence, 24 h | Potency, µM (highest dose often 56.7 µM), most hits filed as cytotoxic | 400,000 tested, 0.49% active | AID 651635; also: potency is read from the fitted curve at half-maximal effect; nearly all actives have a fitted effect of over 40% in size
# A549 tox = counter-screen for Nrf2 inhibitors: cytotoxicity in A549 cells; A549 ARE-Fluc cells, CellTiter-Fluor viability, 18-24 h; Potency, µM (titrated, usually from 46 µM), without a hit: at the highest dose activity change, negative = cytotoxicity, actives largely listed as inhibitors; 390,000 tested, 0.16% active; AID 504648; also: potency is read from the fitted curve at half-maximal effect; % is scaled to controls: 0 for no effect and ±100 for the full control effect
#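 A549 ARE-Fluc cells in 5% FBS OPTI-MEM, 5000 cells/well, rested 2 h then exposed to compounds in concentration-response for 18-24 h at 37 °C. Viability by CellTiter-Fluor fluorescence (Ex 405/Em 525) after 30 min; luciferase luminescence (BugLite, 15 min, RT) read afterwards.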
# TGFb inhibitor = TGF-b pathway inhibition | HepG2 CAGA-GFP TGF-b/SMAD3 reporter, GFP fluorescence, 18 h; TGF-beta stimulated, 500 pg/mL final | Potency, µM (top dose mostly 46.1 µM), without a hit: top-dose activity, negative = inhibition, usual class: inhibitors | 410,000 tested, 1.2% active; also: potency is read from the fitted curve at half-maximal effect; % is scaled to controls: 0 for no effect and ±100 for the full control effect; nearly all actives have a fitted effect of over 65% in size
#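 Smad-responsive CAGA-GFP expression was quantified in HEPG2 cells exposed to compounds and 500 pg/mL final TGF-beta for 18 h at 37 degrees C; unstimulated wells defined full inhibition.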
# CCT chaperon mod = changes cytosolic chaperonin activity | purified chaperonin ATPase assay, HTRF ADP detection, 30 min | activity change, % (no concentration beside the values), hits read low | 360,000 tested, 0.3% active | AID 651819; in the data active = activity change below about -30%; also: % is scaled to controls: 0 for no effect and ±100 for the full control effect
#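 TRiC (40 or 20 nM final, by batch activity) in 30 mM Tris pH 7.4, 100 mM KCl, 5 mM MgCl2, 1 mM DTT was treated with compound at 76 uM single dose, then 10 uM ATP, 30 min at 37 °C. ADP was read by HTRF Transcreener.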
# Numbers without * were called inactive; i = inactive; ? = inconclusive; nt = not tested or not shown. Unless noted, calls follow the shape of the dose curve; as a rule, active = well fitted curve in the direction sought with a large enough effect; inconclusive = small, poorly fitted or top-dose-only effect, or another doubt; inactive = no such curve, though single readings can be large; an effect the other way counts as inactive or inconclusive.
# Value order: Mm-Cpn inhibitor	pAkt inh	HepG2 tox	Nrf2 ARE act	Nrf2 block	ATXN viability	A549 tox	TGFb inhibitor	CCT chaperon mod
- CCCCSCCCNC(=O)CN1C(=O)c2cccnc2Oc2ccc(Cl)cc21
→ nt	nt	1%	3.0%	16%	nt	14%	-9%	nt
- Cn1cc(C2NC(=O)c3ccccc3N2)c2ccccc21 (configuration not stated)
→ nt	i	1%	2.1%	?	?	-14%	-12%	0.2
- COC(=O)c1ccc(C(=O)OC)c(NC(=S)N2CCN(C(=O)C3CCCO3)CC2)c1 (configuration not stated)
→ -26%	i	-70%	0.3%	-15%	i	-12%	-6%	-0.1
- COc1ccc(CCNC(C)C(=O)Nc2ccc(S(N)(=O)=O)cc2)cc1 (configuration not stated)
→ 0%	i	6%	0.0%	-14%	i	-11%	-1%	-2.8
- COc1ccc(CNC(=O)COC(=O)c2c(NC(C)=O)sc(C)c2C)cc1
→ -14%	i	5%	4.5%	-3%	i	0%	4%	-1.3
- Nc1cc(-c2ccco2)no1
→ 2%	i	5%	4.5%	?	i	6%	18%	-0.5
- CC(=O)Nc1ccc(S(=O)(=O)NC(CC(=O)NCCC2=CCCCC2)C(C)C)cc1 (configuration not stated)
→ 0%	i	-5%	0.3%	0%	?	-10%	-5%	-0.2
- CC1(C(=O)NS(=O)(=O)c2ccc(Cl)cc2)CCN1C(=O)CCC1CCCC1 (configuration not stated)
→ nt	i	-10%	-0.7%	nt	i	nt	0%	-0.2
- Cn1c(N2CCOCC2)cc(=O)n(C)c1=O
→ 0%	i	-2%	-0.2%	-9%	i	-2%	1%	0.1
- COc1ccc(CNCc2c(F)cccc2F)cc1OC
→ -4%	i	6%	-0.4%	1%	i	-8%	-13%	-4.0
- O=C(N/N=C/c1ccccc1Br)c1ccc(CSc2cccc3cccnc23)cc1
→ -1%	nt	9%	0.0%	?	nt	-13%	?	-4.6
- O=C(OCC#CCSc1nnc(-c2cccc3ccccc23)o1)c1cccc2[nH]ccc12
→ ?	nt	-13%	-0.4%	0%	i	-8%	-9%	nt
- COc1cccc(NC(=O)CSc2cc(C)c3ccccc3n2)c1
→ nt	nt	-21%	3.6%	-5%	i	-1%	1%	nt
- COc1ccc(NC(=S)N2CCN(c3ccc4c(c3)C3CCN(C(=O)OCc5ccccc5)C4C3)CC2)c(OC)c1 (configuration not stated)
→ nt	i	-5%	3.2%	nt	i	nt	-16%	0.9
- C[C@H](NC(=O)NCCc1ccccc1)C(=O)O
→ 0%	i	1%	0.4%	1%	i	-1%	-6%	0.2
- Cc1cc(C)n(-c2ccc(C(=O)Nc3cc(S(=O)(=O)N(C)C)ccc3Cl)cc2)n1
→ 0%	i	-8%	-0.7%	18µM*	i	1%	-19%	-1.2
- COc1ccc(NC(=O)c2c(C)oc3ccc(O)c(CN4CCC(C)CC4)c23)cc1Cl
→ nt	nt	10µM*	-1.3%	2%	14µM*	-3%	13µM*	nt
- Cc1cc(Br)cc(C)c1OCCCCN(C)C
→ -1%	i	-32%	0.1%	-11%	i	-16%	-18%	-1.1
- COC(=O)c1c(C)nn(-c2ccc(F)c(Cl)c2)c1-c1cc(C)on1
→ -1%	i	-3%	3.6%	-30%	i	-7%	5%	-0.4
- COc1ccc(-c2nc3n(n2)C(c2cccnc2)C(C(N)=O)=C(C)N3)cc1 (configuration not stated)
→ 1%	i	-17%	-0.8%	-1%	i	0%	2%	-2.3
- COc1ccc(CCNS(=O)(=O)c2ccc(N3CCCC3=O)cc2)cc1
→ nt	i	-13%	0.8%	26µM*	i	-11%	0%	-1.9
- CCn1cc(S(=O)(=O)c2cccc(C)c2)c(=O)c2cc(F)c(N3CCCCC3C)cc21 (configuration not stated)
→ nt	nt	8%	-0.7%	-5%	nt	-27%	4%	nt
- CCC1CN(C(=O)N2CCC(C(=O)NCCc3ccc(Cl)cc3)CC2)c2ccccc2O1 (configuration not stated)
→ nt	nt	1%	0.5%	10%	nt	-1%	?	nt
- O=C(NCc1cccnc1)c1cc(S(=O)(=O)N2CCCC2)c(Cl)cc1Cl
→ 2%	i	2%	-0.4%	2%	i	-2%	12%	-0.7
- Cn1c(N)c(Sc2ccc([N+](=O)[O-])cc2)c(=O)n(C)c1=O
→ 1%	i	23%	-0.4%	2%	i	0%	15%	-4.4
- O=C(NCc1ccccc1)c1ccc(N2CCC3(CC2)CC(c2ccccc2)=NO3)c([N+](=O)[O-])c1
→ 1%	i	-12%	-0.7%	-24%	i	-10%	?	0.6
- Cn1c(=O)c2c(nc(CN3CCC(C(N)=O)CC3)n2Cc2c(F)cccc2Cl)n(C)c1=O
→ 0%	i	-6%	0.2%	1%	i	0%	3%	1.1
- CC1=NNC(=O)/C1=C\c1cn(-c2ccccc2)nc1-c1ccc(Cl)cc1
→ -1%	i	-94%	?	13µM*	nt	21µM*	3.5µM*	2.2
- CCCCNC(=O)C1CCC(Cn2c(=O)c3sccc3n(CC(=O)Nc3ccccc3)c2=O)CC1 (configuration not stated)
→ nt	nt	10%	-0.4%	18%	i	5%	2%	nt
- O=C1NC(=NCc2ccccc2)S/C1=C\c1ccccc1
→ -1%	i	-24%	8.9%	-6%	i	-14%	-1%	2.2
- CCCCc1ccc(S(=O)(=O)N2CCC3(CC2)OCCO3)cc1
→ -1%	i	-28%	0.1%	-25%	i	6%	4%	0.7
- COc1cc(NC(=O)c2cc([N+](=O)[O-])ccc2NC(=O)CNCc2ccccn2)cc(OC)c1
→ -1%	i	-3%	0.5%	-3%	i	-2%	?	0.2
- Cc1cc(OCCn2c(CCNC(=O)C3CCCCC3)nc3ccccc32)ccc1Cl
→ nt	nt	-10%	0.1%	?	nt	-26%	-5%	nt
- CSc1ccc(C#N)cc1NC(=O)c1ccccc1
→ -1%	i	6%	?	3%	i	1%	1%	0.1
- Cc1ccc(S(=O)(=O)N2CCN(C(=O)CCCOc3ccc(Cl)cc3C)CC2)cc1
→ 3%	i	8%	-0.3%	?	i	-12%	?	1.1
- Cc1ccc(NC(=O)CC(C)S(=O)(=O)c2ccc3c(c2)NC(=O)CO3)c(C)c1 (configuration not stated)
→ nt	nt	7%	0.4%	21%	?	1%	-4%	nt
- CCCCc1cc(=O)oc2cc(C)cc(OC(C)C(=O)NCc3ccccn3)c12 (configuration not stated)
→ 0%	i	5%	-0.8%	-22%	i	-12%	0%	0.1
- Cc1ccc(C)c(N2CCN(S(=O)(=O)c3ccc4c(c3)NC(=O)CC(=O)N4)CC2)c1
→ 0%	i	8%	0.8%	?	i	8%	-5%	1.9
- Cc1cccc(NC(=O)CNC(=O)CN2CCN(C)CC2)c1C
→ -1%	i	-2%	-0.9%	20%	i	3%	3%	0.8
- N#Cc1cnn2c(N)c(-c3ccc(Cl)cc3)cnc12
→ 0%	i	10%	0.2%	?	i	3%	-22%	-0.2
- O=C(Cn1cnc([N+](=O)[O-])c1)Nc1cc(Oc2ccc(Cl)cc2Cl)cc([N+](=O)[O-])c1
→ 1%	i	-113%	3.9%	?	i	?	?	1.4
- CN(C(=O)COC(=O)CNC(=O)c1sc2ccccc2c1Cl)c1ccccc1
→ -3%	i	11%	-0.3%	1%	?	3%	-14%	0.8
- Cc1nn(CCCC(=O)Nc2cc(C(F)(F)F)ccc2Cl)c(=O)c2c1sc1ccccc12
→ nt	nt	-2%	-0.4%	?	nt	2%	13%	nt
- CC(C)[C@H](NC(=O)c1ccccc1Cl)C(=O)OCC(=O)NC(=O)NC1CCCC1
→ -2%	i	-2%	-0.5%	1%	i	0%	-32%	1.5
- CCOC(=O)N1CCN(C(=O)CSCC(=O)Nc2nc(-c3ccc(Cl)s3)cs2)CC1
→ 1%	i	-36%	8.2%	-37%	i	-5%	-8%	0.9
- O=C(CSC1=NCCS1)N1CCN(c2ccc(Cl)cc2)CC1
→ 2%	i	-18%	6.5%	?	i	-18%	-15%	0.1
- C=CCC[C@H](Cc1ccc(F)cc1)C(=O)OC[C@@H](Cc1c[nH]c2ccccc12)NC(=O)[C@@H](CC=C)CC(=O)N(CCO)Cc1ccccc1
→ 0%	i	-4%	-4.2%	9.2µM*	16µM*	12µM*	?	0.5
- CCOC(=O)c1ccc(NC(=O)C2CCCO2)cc1 (configuration not stated)
→ 0%	i	-2%	-0.2%	27%	i	-6%	1%	-1.8
- CCCS(=O)(=O)N1CCCC(C(=O)NCCc2cccc(C)c2)C1 (configuration not stated)
→ 1%	i	-12%	0.1%	1%	i	5%	-16%	-6.6
- CCCCN1CNC(=S)N(c2ccc(C(=O)OCC)cc2)C1
→ 0%	i	3%	-0.9%	4%	i	-1%	-4%	-2.3
- Cn1c(N)c(C(=O)COC(=O)COc2ccccc2C#N)c(=O)n(C)c1=O
→ 2%	i	3%	0.3%	9%	i	3%	-1%	-9.3
- CCOC(=O)COc1c(C(=O)OC)sc2ncccc12
→ 0%	i	-16%	5.3%	-5%	i	-1%	-1%	-3.9
- Cc1ccc(C)c(-n2c(Cc3cc(=O)[nH]c(=O)[nH]3)nnc2SC(C)C)c1
→ -20%	i	2%	1.0%	39%	i	5%	-6%	0.9
- COC(CNC(=O)C(=O)NCC1CCCN1S(=O)(=O)c1cccs1)OC (configuration not stated)
→ -2%	i	-14%	-0.4%	9%	i	15%	16%	-1.1
- O=C1C=C(C#Cc2ccccc2)C[C@@H](c2ccc(F)cc2)C1
→ nt	i	-100%	8.9µM*	nt	?	nt	?	-2.7

# Compounds were not picked by outcome; overall some 4.4% were active at least once.
